# Screens deposited in PubChem BioAssay by several laboratories.
# AID2073: disruptors of CaV2.2 binding to Mint1 – biochemical, HTRF (AID 2073) | one-dose inhibition, % at 20 µM; IC50 in µM for titrated hits | HTRF protein-protein interaction, Mint1-CaV2.2; higher % means a stronger effect | 0.19% of 290,000 active; in the data active = inhibition mostly above about 51%, no sharp cut-off; inconclusive = no clear call, values can overlap the other calls; inactive = mostly below about 53%; also: some results filed as inactive read as strong as hits
# Dengue-2 NS5 capping: Dengue-2 NS5 methyltransferase inhibitors, primary screen, biochemical, confirmation dose response (AID 588689). Dengue-2 NS5 methyltransferase capping enzyme assay, biochemical; higher % means a stronger effect. one-dose inhibition, % at 25 µM; IC50 in µM for titrated hits. 0.3% of 340,000 active; in the data active = a potency from the dose series; inconclusive = inhibition above about 29% without an active follow-up result
# UTI89 phage lysis: inhibition of K1F phage lysis, E. coli UTI89, bacterial capsule biogenesis inhibitors, alamar blue (AID 488966). E. coli UTI89 K1F phage lysis, alamar blue, 2 h; higher % means a stronger effect. inhibition, % at 100 µM; hits with a dose series show IC50 in µM. 0.02% of 340,000 active;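 active = phage lysis inhibition, versus mean bacterial control, above a set limit; inconclusive = no clear call, values can overlap the other calls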;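 also: capsule biogenesis inhibitors block K1F phage lysis so surviving cells raise fluorescence; higher fluorescence means more inhibition of phage lysis; actives were called in the ten point dose series up to 300 µM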
# Autophagy mod: modulators of autophagy | 0.98% of 190,000 active | calls only at 10 µM (by protocol) | MEF GFP-LC3 puncta imaging; test concentration mostly 10 µM | AID 463193;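 active = percentage of spot-positive cells more than 3 SD above its plate mean, without a fluorescence outlier flag or 80% toxicity; inconclusive = no clear call, values can overlap the other calls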;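 also: spot-positive cell cutoff set from DMSO-treated cells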
# LYP inhibition: PTPN22 lymphoid phosphatase activity blockers – biochemical, fluorescence intensity, uHTS (AID 1779); recombinant LYP phosphatase, fluorescence intensity; higher % means a stronger effect; inhibition, % at 11.5 µM; hits with a dose series show IC50 in µM; 0.054% of 290,000 active; in the data active = inhibition above about 50%;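 also: plate controls were vehicle with enzyme for no effect and no enzyme for full effect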
# NTR1 ag: NTR1-driven beta-arrestin-GFP spot formation – imaging, U2OS cells, high content, primary screen (AID 493036) | activation, % at 20 µM | agonist mode | 0.17% of 330,000 active;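 active = activation at or above 40% of the spot to cytoplasm intensity ratio, with at least 20 cells analyzed; inconclusive = wells under 20 cells, flagged as cytotoxic or low count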;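 also: 0% = DMSO without peptide and 100% = 100 nM NTR1 peptide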
# Target sequence (P30989 whole entry, looked up): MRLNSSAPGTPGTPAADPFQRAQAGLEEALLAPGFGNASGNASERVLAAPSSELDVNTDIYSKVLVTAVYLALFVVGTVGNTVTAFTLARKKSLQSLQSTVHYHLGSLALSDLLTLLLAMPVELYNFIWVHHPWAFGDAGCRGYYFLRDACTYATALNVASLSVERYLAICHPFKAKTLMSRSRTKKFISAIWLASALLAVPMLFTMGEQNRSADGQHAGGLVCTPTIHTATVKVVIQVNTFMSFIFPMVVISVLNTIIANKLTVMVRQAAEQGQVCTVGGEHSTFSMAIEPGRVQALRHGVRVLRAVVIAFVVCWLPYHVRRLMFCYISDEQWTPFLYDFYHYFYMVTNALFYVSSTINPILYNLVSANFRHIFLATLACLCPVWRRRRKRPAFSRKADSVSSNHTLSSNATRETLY
# GPR35 antagonists: inhibition of zaprinast-stimulated GPR35 beta-arrestin translocation – imaging, U2OS, beta-arrestin-GFP, zaprinast agonist, primary screen (AID 2058). U2OS GPR35 beta-arrestin-GFP translocation imaging, zaprinast antagonism; higher % means a stronger effect. one-dose inhibition, % at 10 µM; IC50 in µM for titrated hits. 0.052% of 290,000 active;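 active = inhibition of at least 50% with at least 30 cells and total cytoplasm GFP at most 10,000,000; inconclusive = under 30 cells or total GFP of 10,000,000 plus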
# WT yeast gro inh: growth inhibition of WT yeast, mitochondrial fusion screen; mitochondrial fusion phenotypic screen, WT strain; inhibition, % at 10 µM; 2.1% of 190,000 active; in the data active = inhibition above about 58%; tested in S. cerevisiae
# RSV antiviral HEp-2: RSV antiviral activity via CPE protection, HEp-2 cells, primary 10 µM value included (AID 2391) | HEp-2 cells, RSV-induced CPE inhibition; higher % means a stronger effect | CPE inhibition, % at 10 µM; hits with a dose series show IC50 in µM | 0.13% of 310,000 active; in the data active = a potency from the dose series; inconclusive = CPE inhibition mostly from about 23% at the one dose, without a potency; inactive = the rest, 99 in 100 with CPE inhibition below about 21%; also: strong numbers were not always called active
# WT yeast gro inh mutant strain: further read-out of WT yeast gro inh, marked with its call; inhibition, %; mitochondrial fusion phenotypic screen, mutant strain inhibition
# Autophagy mod cell loss 18 h: further read-out of Autophagy mod, marked with its call; toxicity, %; measured here: cell loss, nuclei count;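 cell loss after 18 h compound exposure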
# NTR1 ag cell count 20 µM: second read-out of NTR1 ag, no call of its own (marks repeat the call); cell count; measured here: cell count, cytotoxicity flag
# Dengue-2 NS5 capping pilot replicate: recorded beside Dengue-2 NS5 capping, whose call it bears; inhibition, %; measured here: pilot screen replicate inhibition
# Active calls of the source: *; i = inactive; ? = inconclusive; nt = no result given; [ ] = remark or other dose.
SMILES,AID2073,Dengue-2 NS5 capping,UTI89 phage lysis,Autophagy mod,Autophagy mod cell loss 18 h,LYP inhibition,NTR1 ag,NTR1 ag cell count 20 µM,GPR35 antagonists,WT yeast gro inh,WT yeast gro inh mutant strain,RSV antiviral HEp-2,others
CC(=O)Nc1ccc(S(=O)(=O)NC2CC3CCC2C3)cc1 (stereo not given),-1%,-7%,0.4%,nt,nt,-6%,-0.6,59,-14%,nt,nt,0.8%,
Cc1c(NC(=O)c2cc(-c3ccc(F)cc3)on2)c(=O)n(-c2ccccc2)n1C,1%,-8%,0.5%,nt,nt,-12%,-0.3,50,8%,nt,nt,-0.6%,
Cc1cc(Br)ccc1OCCN1CCCC1,1%,-9%,0.2%,nt,nt,-1%,0.5,35,-15%,nt,nt,-1.9%,
Cc1ccc(CN(C)c2nc(-c3cccnc3)nc3ccccc23)o1,4%,-7%,-0.2%,nt,nt,-7%,1.7,60,-20%,nt,nt,2.0%,
CN(Cc1cnccn1)Cc1nc(Cc2ccccc2F)no1,9%,2%,0.0%,i,7,-7%,1.7,62,1%,4,12,-0.6%,
COC(=O)c1ccccc1S(=O)(=O)N(CCCN1CCOCC1)Cc1cccs1,3%,-2%,0.1%,i,-8,-3%,0.6,66,-10%,0,7,1.2%,
Cc1cc(NC(=O)c2ccc(Cl)cc2)ccc1NC(=O)c1ccccc1Cl,12%,-4%,0.2%,nt,nt,-4%,1.7,55,23%,nt,nt,2.0%,Dengue-2 NS5 capping pilot replicate=-2.1
CC(C)CN1CCN(Cc2cccn2-c2cccnc2)CC1CCO (stereo not given),-5%,-7%,0.2%,i,-2,-9%,0.3,64,22%,4,15,-0.6%,
Cc1ccccc1OC(C)C(=O)Nc1ccc2c(c1)OCO2 (stereo not given),-12%,0%,1.7%[50 µM],nt,nt,-8%,0.4,46,5%,nt,nt,-0.1%,
CO[C@H]1C=CO[C@@]2(C)Oc3c(C)c(O)c4c(O)c(c5c(nc6cc(C)ccn65)c4c3C2=O)NC(=O)C(C)=CC=C[C@H](C)[C@H](O)[C@@H](C)[C@@H](O)[C@@H](C)[C@H](OC(C)=O)[C@@H]1C,-24%,nt,nt,nt,nt,14%,3.8,56,3%,-7,14,nt,
CCOC(=O)c1c(C)c(C(=O)NCc2ccco2)c(C)n1Cc1ccccc1,?,-7%,6.1%,i,16,0%,-0.6,68,13%,-6,4,0.9%,
CSc1ccccc1NS(=O)(=O)c1ccccc1,-8%,7%,0.3%,i,5,-8%,-1.1,88,-10%,22,5,2.0%,

# Structural class: those above with two or more sulfur atoms.
SMILES,AID2073,Dengue-2 NS5 capping,UTI89 phage lysis,Autophagy mod,Autophagy mod cell loss 18 h,LYP inhibition,NTR1 ag,NTR1 ag cell count 20 µM,GPR35 antagonists,WT yeast gro inh,WT yeast gro inh mutant strain,RSV antiviral HEp-2,others
COC(=O)c1ccccc1S(=O)(=O)N(CCCN1CCOCC1)Cc1cccs1,3%,-2%,0.1%,i,-8,-3%,0.6,66,-10%,0,7,1.2%,
CSc1ccccc1NS(=O)(=O)c1ccccc1,-8%,7%,0.3%,i,5,-8%,-1.1,88,-10%,22,5,2.0%,

# Later entries
SMILES,AID2073,Dengue-2 NS5 capping,UTI89 phage lysis,Autophagy mod,Autophagy mod cell loss 18 h,LYP inhibition,NTR1 ag,NTR1 ag cell count 20 µM,GPR35 antagonists,WT yeast gro inh,WT yeast gro inh mutant strain,RSV antiviral HEp-2,others
COc1cc(NC(=O)c2ccc([N+](=O)[O-])cc2)ccc1NC(=O)C(C)C,-3%,nt,nt,i,-57,0%,0.6,58,4%,-4,-3,2.0%,
O=C(Cc1nn[nH]n1)c1ccccc1O,7%,-2%,12%,i,-1,-5%,1.5,34,13%,-9,-4,1.9%,
CNC(=O)c1ccc(CN(C)CC(=O)Nc2ccccc2C(=O)NC2CC2)cc1,nt,-1%,1.0%[50 µM],nt,nt,nt,-2.2,55,nt,nt,nt,-0.4%,
CCOc1ccc(/C=N/NC(=O)c2ccc(F)cc2)cc1CN1CC2CC(C1)c1cccc(=O)n1C2 (stereo not given),nt,-2%,-1.1%,nt,nt,nt,4.3,62,nt,nt,nt,2.2%,
O=C(c1ccccc1C(F)(F)F)N1CCN(S(=O)(=O)c2ccccc2)CC1,7%,-1%,-2.8%,i,-3,-8%,3.2,70,12%,6,-11,2.9%,
Cc1ccc(NC(=O)/C=C/c2ccc3c(c2)OCO3)cc1S(=O)(=O)N1CCOCC1,12%,-1%,1.6%[50 µM],i,13,-8%,1.9,72,-3%,1,-8,0.6%,
CN(c1ccccc1)S(=O)(=O)c1ccc(C(=O)NCCc2ccc(F)cc2)cc1,6%,0%,-0.1%,nt,nt,-7%,-2.9,46,2%,nt,nt,10%,
CN(C)c1ccc(NC(=O)c2ccc([N+](=O)[O-])cc2Cl)cc1,3%,4%,0.3%,i,-6,1%,2.1,76,4%,-5,-17,-0.2%,
O=C(CCS(=O)(=O)c1ccc(Cl)cc1)N1CCN(c2ccccc2F)CC1,8%,-4%,0.0%,i,8,-3%,-1.9,105,19%,-12,-5,4.1%,
CN(CC(=O)Nc1ccccc1Cl)C(=O)CSc1nncs1,nt,1%,-1.3%,nt,nt,nt,-0.8,49,nt,nt,nt,-1.1%,
O=C(NCc1ccccn1)c1nc(-c2cccs2)no1,3%,4%,0.3%,i,6,-4%,-1.2,73,10%,-6,5,-0.4%,
O=C(Oc1ccc(F)cc1)c1ccc2c(=O)n3c(nc2c1)CCC3,nt,-1%,1.1%[50 µM],nt,nt,nt,0.4,91,nt,nt,nt,-0.7%,
O=C(c1ccccn1)N1CCCC(N2CCN(c3ccc(F)cc3)CC2)C1 (stereo not given),14%,-3%,0.4%,nt,nt,-11%,-1.0,67,-3%,nt,nt,3.4%,
CCN(CC)CCCNC(=O)CCC(=O)Nc1ccc2nc(N3CCC(C)CC3)cc(C)c2c1,-3%,-7%,-0.1%,i,3,-8%,0.6,61,-4%,-2,5,-3.5%,
COc1ccc(CN2CCN(C(=O)C3CCN(S(=O)(=O)c4cccs4)CC3)CC2)c(OC)c1OC,-12%,nt,0.0%,i,1,-4%,0.5,88,-12%,-4,0,14%,
O=C(CCc1nc2sc3c(c2c(=O)[nH]1)CCCC3)NCCc1ccccc1,nt,-5%,1.4%[50 µM],nt,nt,nt,1.3,58,nt,nt,nt,0.8%,
O=S(=O)(c1ccc(Cl)s1)N1CCCc2cccc(O)c21,37%,-1%,0.7%,i,-7,4%,-0.6,83,-6%,-18,-3,5.7%,
COc1cc(C(=O)OCC(=O)NC(=O)NCc2ccccc2)ccc1OC(F)F,nt,-6%,0.0%[50 µM],nt,nt,nt,2.4,47,nt,nt,nt,1.8%,
O=C1C2C3C=CC(C3)C2C(=O)N1c1ncn[nH]1 (stereo not given),6%,2%,0.4%,i,8,-2%,2.1,75,16%,9,-7,-0.7%,
CC(C)(C)OC(=O)NCC(=O)NCC(=O)OCc1ccccc1,-1%,1%,0.3%,i,13,2%,-0.4,68,-4%,-12,-66,1.5%,
CCCN1C2CCCC1CC(NC(=O)c1ccccc1)C2 (stereo not given),16%,1%,0.5%,i,-8,-6%,-1.6,77,6%,7,11,0.4%,
Cc1ccc(S(=O)(=O)CC(O)COc2ccccc2C#N)cc1 (stereo not given),-3%,-10%,-0.1%,i,3,-10%,0.0,33,18%,3,10,1.4%,
O=C(c1ccccc1C(=O)N1CCN(c2ccccc2F)CC1)N1CCN(c2ccccc2F)CC1,-10%,-2%,-0.5%,i,13,-4%,0.2,41,0%,6,-2,3.4%,
O=C(Nc1cccc(S(=O)(=O)N2CCCC2)c1)c1ccc2c(c1)OCO2,10%,-3%,1.4%[50 µM],i,-2,2%,0.4,56,7%,8,-1,1.6%,
COc1ccc(S(=O)(=O)N2CCOCC2)cc1NC(=O)CSc1nnc(C2CC2)n1N,5%,3%,-0.8%[50 µM],i,10,2%,1.2,54,-3%,6,2,-0.7%,
CCCn1nc(NC(=O)COC)c2cc3cc(C)ccc3nc21,11%,-9%,-0.9%[50 µM],nt,nt,-4%,-0.8,78,4%,nt,nt,0.7%,
COC(=O)c1ccc(COC(=O)c2ccccn2)cc1,-4%,1%,-0.8%,i,2,-5%,-1.4,65,-8%,17,6,0.5%,
CC(=O)Nc1cccc(-n2nnc(SCC(=O)Nc3ccc(F)c(Cl)c3)n2)c1,17%,nt,nt,nt,nt,-3%,2.8,52,-5%,nt,nt,5.0%,
COc1ccc(/C=N/NC(=S)Nc2cccc(C(=O)O)c2)cc1OC,-5%,4%,0.7%,i,7,8%,-2.3,61,-3%,-6,1,1.0%,
COc1ccccc1OCC(=O)Nc1nc(-c2ccc(S(=O)(=O)N3CCOCC3)cc2)cs1,nt,nt,0.8%,i,-2,nt,3.8,57,nt,11,-13,7.1%,
C=CCn1c(SCC(=O)N2N=C(c3ccco3)CC2c2ccco2)nnc1-c1ccncc1 (stereo not given),33%,-2%,4.0%[50 µM],i,27,-2%,-0.1,56,5%,11,15,1.5%,
CCOc1ccc(NS(=O)(=O)c2cc(OC)ccc2OC)cc1,0%,3%,4.5%,i,-6,-8%,-0.9,52,3%,12,-16,0.6%,
COc1ccccc1OC(=O)c1ccc(S(=O)(=O)N(C)C)cc1,4%,3%,-0.1%,i,-2,-2%,-0.2,85,-10%,-16,2,-1.0%,
O=S(=O)(Cc1ccccc1)N1CCNCC1,3%,-3%,0.4%,nt,nt,-8%,1.1,36,8%,nt,nt,0.3%,
O=C(CCCN1C(=O)/C(=C/c2ccccc2Cl)SC1=S)NNC(=O)c1ccccc1Cl,-2%,-1%,2.4%,i,1,7%,15,65,1%,-7,-21,?,
CC(c1ccc2c(c1)OCO2)n1c(=S)[nH]c2ccccc2c1=O (stereo not given),nt,1%,-0.6%[50 µM],nt,nt,nt,3.2,46,nt,nt,nt,5.2%,
COC(=O)C1(Cc2ccccc2)NC(c2ccc(F)cc2)C2C(=O)N(C)C(=O)C21 (stereo not given),15%,3%,2.9%,i,3,-7%,-0.4,47,5%,-10,-9,0.5%,
Cc1cc(C)cc(N(CCC#N)C(=O)COC(=O)CCc2c[nH]c3ccccc23)c1,nt,-2%,-0.5%[50 µM],nt,nt,nt,3.8,56,nt,nt,nt,0.3%,
CN(C)c1cc[n+](CC(=O)c2ccc(Br)cc2)cc1,-4%,-4%,-0.1%,i,-4,-4%,0.9,57,2%,5,-28,8.3%,
CC1Cc2ccccc2N1C(=O)COC(=O)Cc1ccc(F)cc1 (stereo not given),nt,-11%,1.2%[50 µM],nt,nt,nt,0.2,70,nt,nt,nt,-1.2%,
CCOC(=O)c1cc2c(=O)n3ccccc3nc2n(CC(C)C)c1=NC(=O)c1ccco1,30%,-3%,0.6%,i,3,-41%,2.1,79,-12%,4,4,4.4%,
Cc1cc([N+](=O)[O-])nn1CC(=O)Nc1nc2ccccc2s1,1%,-5%,0.4%,i,1,-2%,0.4,39,-6%,16,3,0.9%,
